# K1F lysis inhibition = protection from phage-mediated lysis, alamar blue read-out – E. coli UTI89, K1F phage, bacterial capsule biogenesis inhibitors (AID 488966) | E. coli UTI89 K1F phage lysis, alamar blue, 2 h; higher % means a stronger effect | one-dose inhibition, % at 100 µM; IC50 in µM for titrated hits | 0.02% of 340,000 active;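 active = phage lysis inhibition, versus mean bacterial control, above a set limit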;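 note: capsule biogenesis inhibitors block K1F phage lysis so surviving cells raise fluorescence; higher fluorescence means more inhibition of phage lysis; actives were called in the ten point dose series up to 300 µM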
# TNAP activators = human TNAP enzyme activators, primary screen, biochemical, luminescent, no phosphate acceptor, uHTS (AID 1001) | purified TNAP, luminescent activation assay, no phosphate acceptor; higher activation fold means a stronger effect | one-dose activation fold at 20 µM; EC50 in µM for titrated hits | 0.03% of 200,000 active; in the data active = activation fold from about 3, or a potency from the dose series; inactive = the rest, 99 in 100 with activation fold below about 1.6; note: many of its hits are not listed in these tables
# XIAP antagonists = small molecules displacing peptide from XIAP – biochemical, IAP family, fluorescence polarization (AID 1018). one-dose displacement, % at 20 µM; IC50 in µM for titrated hits. XIAP BIR domain, fluorescence polarization peptide displacement; higher % means a stronger effect. 0.007% of 200,000 active; in the data active = displacement above about 50%; note: a part of the inactive calls stands beside numbers as strong as those of hits
# human PMI inhibition = MPI enzyme activity inhibition – biochemical, fluorescence intensity, coupled assay, primary screen (AID 1209). 0.42% of 190,000 active. inhibition, % at 20 µM, or IC50 in µM where a hit was titrated. purified PMI enzyme, coupled fluorescence intensity; higher % means a stronger effect;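 note: plate controls were DMSO vehicle for no effect and wells lacking substrate for full effect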
# PMI inhibition = human PMI inhibitors, high substrate, primary screen, biochemical, fluorescence intensity, high mannose 6-phosphate (AID 1220). recombinant PMI enzyme, coupled fluorescence intensity; higher % means a stronger effect. inhibition, % at 20 µM, or IC50 in µM where a hit was titrated. 0.66% of 190,000 active
# Hep lipid drop = hepatic lipid droplet formation modulation | AID 1656 | AML12 mouse hepatocytes, oleate lipid droplets, BODIPY imaging | inhibition, % at 6.5 µM | 0.4% of 240,000 active;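 active = lipid droplet intensity inhibited by at least 50%, with more than 500 cells counted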
#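 Material – mouse AML12 hepatocyte cell line, fixed after treatment · Compound dosing – one dose, 6.5 µM compound · Times – compound with oleate, overnight · Measured by – Image-based BODIPY and DAPI two-channel analysis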
# Siah-1 displacement = blockers of Siah-1 interaction with plectin peptide – biochemical, fluorescence polarization, rhodamine-plectin, uHTS, primary screen (AID 1817); Siah-1 / rhodamine-plectin peptide fluorescence polarization; higher % means a stronger effect; one-dose displacement, % at 20 µM; IC50 in µM for titrated hits; 0.02% of 290,000 active;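 active = displacement of at least 50% at 20 µM, with a fluorescence ratio check between 0.3 and a set limit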;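 note: plate controls were Siah plus tracer with DMSO for no effect and tracer alone without Siah for full effect; strong numbers were not always called active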
# P. falciparum M1AAP = malaria alanyl aminopeptidase activity blockers – biochemical, fluorogenic H-Leu-NHMec substrate, 1536-well (AID 1445); recombinant M1AAP, H-Leu-NHMec fluorogenic kinetic assay; higher % means a stronger effect; 0.42% of 220,000 active; one-dose inhibition, % at 30 µM; IC50 in µM for titrated hits;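 active = primary inhibition above the hit cutoff, then over 50% inhibition at one or more dose response concentrations, cut at about 23% in these data, passing the limit was not always enough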;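 note: plate controls were DMSO full reaction for no effect and no enzyme background for full effect; strong numbers were not always called active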
# P. falciparum M17LAP = P. falciparum M17LAP inhibitors, primary screen, biochemical, fluorogenic H-Leu-NHMec substrate, 1536-well (AID 1619). 0.38% of 220,000 active. inhibition, % at 30 µM, or IC50 in µM where a hit was titrated. recombinant M17LAP, H-Leu-NHMec fluorogenic kinetic assay; higher % means a stronger effect;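 active = compound inhibiting the enzyme by more than half at any dose during confirmatory dose-response retesting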;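 note: plate controls were full reaction with DMSO carrier for no effect and no enzyme background for full effect; strong numbers were not always called active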
# Hep lipid drop cells 6.5 µM = also measured in Hep lipid drop; calls as there; cell count; measured here: cell count, cytotoxicity flag;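 cells counted across two imaged fields per well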
# Starred values were filed as active, the others as inactive; x = not tested or not shown; [ ] = another dose, or the depositor's remark. Cut-off read from the data, not from the text of the source, unless noted: active = inhibition above about 50%; inactive = the rest.
nr | mol | K1F lysis inhibition | TNAP activators | XIAP antagonists | human PMI inhibition | PMI inhibition | Hep lipid drop | Hep lipid drop cells 6.5 µM | Siah-1 displacement | P. falciparum M1AAP | P. falciparum M17LAP
1 | CC(CCCC(C)(C)O)NCc1cn[nH]c1-c1ccc2c(c1)OCO2 (stereo not given) | 0.2% | 0.8 | -6.9% | 12.1% | 10.9% | -7.4 | 713 | 1.7% | 0.9% | 1.1%
2 | CN(Cc1cccc2ccccc12)C(=O)c1cc(COc2c(F)cccc2F)on1 | 0.1% | 1.1 | -1.1% | 18.3% | 10.9% | -11.8 | 720 | 10.5% | 1.3% | -4.7%
3 | O=C(OCC(=O)N1CCCCC1)c1cc2ccccc2cc1O | 0.6% | 1.3 | -3.3% | -0.3% | 4.4% | x | x | 0.4% | 0.5% | 52.2%
4 | CS(=O)(=O)N1CCC(Oc2ccccc2C(=O)N2CCNC(=O)C2)CC1 | -0.1% | 1 | -7.2% | -0.2% | -4.3% | 11.1 | 795 | -3.4% | 0.4% | 11.8%
5 | O=C(NC1CCCC1)C1CCCN(S(=O)(=O)c2cccc3cccnc23)C1 (stereo not given) | -1.4% | 1.1 | -3.6% | 10.9% | 8.7% | -2.9 | 594 | 2.5% | 9.0% | 9.3%
6 | O=C(CSc1nc(-c2ccco2)cc(C(F)(F)F)n1)NC1CCCC1 | -0.2% | 1.1 | -4.6% | -10.2% | 5.5% | x | x | -0.1% | 0.0% | 11.5%
7 | COc1ccc(S(=O)(=O)n2oc(=O)cc2-c2ccccc2)cc1OC | -0.6% | 1 | -19.1% | 6.9% | -6.6% | 6.9 | 719 | 3.0% | -1.4% | -1.1%
8 | NC(=O)C1(c2ccccc2)CCCN1C(=O)c1ccc(Br)cc1 (stereo not given) | 0.4% | 1.2 | -5.6% | 1.7% | -0.7% | 5.4 | 698 | 3.3% | 2.4% | -5.8%
9 | CCCCCn1nc(C)c(/C=N/NC(=O)c2ccoc2C)c1C | -0.2% | 1 | -3.0% | -1.1% | 1.5% | -16.0 | 739 | 3.5% | 2.6% | 7.6%
10 | Cc1nn(-c2ccccc2)c(NC(=O)c2cccs2)c(-c2ccc(Cl)cc2)c1=O | 0.3% | 1 | -8.4% | -7.9% | -5.7% | -10.9 | 671 | 1.1% | 5.0% | 1.6%
11 | Cc1nc2cc(NCc3cccs3)ccc2n1C | 0.4% | 1.1 | -1.7% | 21.6% | 35.2% | 5.1 | 786 | 0.7% | 3.3% | 1.5%
12 | Cc1cc(C(=O)OCn2nnc3ccccc3c2=O)c(C)o1 | -0.2% | 1 | -4.7% | 7.4% | 4.8% | x | x | -2.8% | 8.4% | -2.4%
13 | C=CCn1c(O)c(N=NC(=O)CNC(=O)/C=C/c2ccco2)c2ccccc21 | 0.8% | 1 | -7.2% | 10.6% | 4.2% | 13.7 | 572 | 8.4% | 11.1% | -4.8%
14 | CCc1ccccc1NC(=O)Nc1ccc2c(c1)OCO2 | 0.2% | 1 | 0.1% | 10.6% | 34.3% | -14.2 | 686 | -6.8% | 4.1% | 15.7%
15 | COc1ccc(OC)c(NC(=O)C(=O)NNC(=O)COc2ccc(Br)cc2C)c1 | 0.1% | 2.2 | -3.5% | 7.1% | 11.9% | 25.9 | 700 | -1.2% | -5.2% | 0.0%
16 | O=C(Nc1ccccc1C(=O)NCc1ccc(Cl)cc1)c1ccco1 | 0.3% | 1.1 | -4.6% | 6.6% | 6.0% | 0.8 | 805 | -0.4% | 11.3% | -3.1%
17 | Cn1c(=O)[nH]c(=O)c2c1nc(Br)n2CCCCSc1nc2ccccc2o1 | 2.5% | 1 | -13.6% | -6.0% | 4.0% | x | x | 2.7% | 4.5% | 16.4%
18 | CNC(=O)c1ncnnc1N(C)C(=O)NCc1ccccc1 | 0.1% | 1.1 | 0.9% | -8.0% | -6.4% | x | x | 3.1% | 2.7% | 2.3%
19 | COc1ccc(-n2c(Cc3cc(=O)[nH]c(=O)[nH]3)nnc2SCC(=O)NC2CCCC2)cc1 | -0.3% | 1.1 | -2.1% | -7.2% | -5.1% | x | x | 3.3% | 5.4% | 4.5%
20 | C/C(Cc1ccccc1)=N\NC(=O)CNC(=O)Cc1ccc(Cl)cc1 | 3.5% | x | x | x | x | -6.0 | 712 | -2.0% | 4.8% | 13.4%
21 | CCCC(C)NC(=O)COC(=O)c1ccc(Cl)c(S(N)(=O)=O)c1 (stereo not given) | 0.2% | 1 | -3.4% | 5.4% | 2.4% | -2.5 | 780 | 0.8% | 4.1% | 9.6%
22 | CCCC(=O)Nc1ccc(C)c(O)c1 | 1.9%[50 µM] | 1.2 | -6.3% | 4.3% | 2.0% | -16.3 | 734 | -0.4% | 2.5% | 1.2%
23 | COc1cc(N/N=C/c2ccccc2O)ncn1 | -0.1% | 2.2 | -0.5% | 24.8% | 6.0% | 15.4 | 673 | -2.2% | -6.2% | -8.1%
24 | Cn1cccc1C(=O)OCC(=O)NC(=O)NC1CCCCC1 | -0.1% | 1.1 | -4.2% | 7.5% | 7.5% | -3.3 | 681 | 0.7% | 3.4% | -2.8%
25 | CCN(CC)C(=O)CSCc1cnn(-c2ccccc2)c1-n1cccc1 | 0.4% | 1.1 | -0.7% | 8.7% | 9.4% | -32.2 | 761 | -5.8% | 3.9% | 16.3%
26 | O=C(c1cnn2c(C(F)(F)F)cc(-c3ccc(Br)cc3)nc12)N1CCOCC1 | 0.6% | 1.2 | -0.8% | 2.0% | -2.8% | x | x | -2.5% | -0.6% | -8.5%
27 | O=c1cc(Cl)[nH]c(=O)n1CCNc1ncc(C(F)(F)F)cc1Cl | -0.3% | 1.1 | -21.7% | 6.4% | -3.5% | 0.1 | 629 | 1.9% | 3.7% | 21.1%

# Ordered by length of the SMILES (rising): 14 of the compounds above.
nr | mol | K1F lysis inhibition | TNAP activators | XIAP antagonists | human PMI inhibition | PMI inhibition | Hep lipid drop | Hep lipid drop cells 6.5 µM | Siah-1 displacement | P. falciparum M1AAP | P. falciparum M17LAP
23 | COc1cc(N/N=C/c2ccccc2O)ncn1 | -0.1% | 2.2 | -0.5% | 24.8% | 6.0% | 15.4 | 673 | -2.2% | -6.2% | -8.1%
18 | CNC(=O)c1ncnnc1N(C)C(=O)NCc1ccccc1 | 0.1% | 1.1 | 0.9% | -8.0% | -6.4% | x | x | 3.1% | 2.7% | 2.3%
3 | O=C(OCC(=O)N1CCCCC1)c1cc2ccccc2cc1O | 0.6% | 1.3 | -3.3% | -0.3% | 4.4% | x | x | 0.4% | 0.5% | 52.2%
12 | Cc1cc(C(=O)OCn2nnc3ccccc3c2=O)c(C)o1 | -0.2% | 1 | -4.7% | 7.4% | 4.8% | x | x | -2.8% | 8.4% | -2.4%
8 | NC(=O)C1(c2ccccc2)CCCN1C(=O)c1ccc(Br)cc1 (stereo not given) | 0.4% | 1.2 | -5.6% | 1.7% | -0.7% | 5.4 | 698 | 3.3% | 2.4% | -5.8%
25 | CCN(CC)C(=O)CSCc1cnn(-c2ccccc2)c1-n1cccc1 | 0.4% | 1.1 | -0.7% | 8.7% | 9.4% | -32.2 | 761 | -5.8% | 3.9% | 16.3%
7 | COc1ccc(S(=O)(=O)n2oc(=O)cc2-c2ccccc2)cc1OC | -0.6% | 1 | -19.1% | 6.9% | -6.6% | 6.9 | 719 | 3.0% | -1.4% | -1.1%
27 | O=c1cc(Cl)[nH]c(=O)n1CCNc1ncc(C(F)(F)F)cc1Cl | -0.3% | 1.1 | -21.7% | 6.4% | -3.5% | 0.1 | 629 | 1.9% | 3.7% | 21.1%
4 | CS(=O)(=O)N1CCC(Oc2ccccc2C(=O)N2CCNC(=O)C2)CC1 | -0.1% | 1 | -7.2% | -0.2% | -4.3% | 11.1 | 795 | -3.4% | 0.4% | 11.8%
17 | Cn1c(=O)[nH]c(=O)c2c1nc(Br)n2CCCCSc1nc2ccccc2o1 | 2.5% | 1 | -13.6% | -6.0% | 4.0% | x | x | 2.7% | 4.5% | 16.4%
15 | COc1ccc(OC)c(NC(=O)C(=O)NNC(=O)COc2ccc(Br)cc2C)c1 | 0.1% | 2.2 | -3.5% | 7.1% | 11.9% | 25.9 | 700 | -1.2% | -5.2% | 0.0%
26 | O=C(c1cnn2c(C(F)(F)F)cc(-c3ccc(Br)cc3)nc12)N1CCOCC1 | 0.6% | 1.2 | -0.8% | 2.0% | -2.8% | x | x | -2.5% | -0.6% | -8.5%
10 | Cc1nn(-c2ccccc2)c(NC(=O)c2cccs2)c(-c2ccc(Cl)cc2)c1=O | 0.3% | 1 | -8.4% | -7.9% | -5.7% | -10.9 | 671 | 1.1% | 5.0% | 1.6%
19 | COc1ccc(-n2c(Cc3cc(=O)[nH]c(=O)[nH]3)nnc2SCC(=O)NC2CCCC2)cc1 | -0.3% | 1.1 | -2.1% | -7.2% | -5.1% | x | x | 3.3% | 5.4% | 4.5%

# Compounds 26 to 27 from above:
nr | mol | K1F lysis inhibition | TNAP activators | XIAP antagonists | human PMI inhibition | PMI inhibition | Hep lipid drop | Hep lipid drop cells 6.5 µM | Siah-1 displacement | P. falciparum M1AAP | P. falciparum M17LAP
26 | O=C(c1cnn2c(C(F)(F)F)cc(-c3ccc(Br)cc3)nc12)N1CCOCC1 | 0.6% | 1.2 | -0.8% | 2.0% | -2.8% | x | x | -2.5% | -0.6% | -8.5%
27 | O=c1cc(Cl)[nH]c(=O)n1CCNc1ncc(C(F)(F)F)cc1Cl | -0.3% | 1.1 | -21.7% | 6.4% | -3.5% | 0.1 | 629 | 1.9% | 3.7% | 21.1%

# From PubChem BioAssay
